# Screening results deposited in PubChem BioAssay by Sanford-Burnham Center for Chemical Genomics.
# UPR XBP1 act: activators of adaptive XBP1 UPR arm, primary screen, cell-based, CHO-XBP1 luciferase reporter, luminescence, uHTS; IRE1-XBP1 UPR activation; percent of tunicamycin response, DMSO as zero; activation, % at 20 µM; actives 0.33% (n = 330,000); AID 463104, 2010;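 active means versus positive control, 20 µM dose yields 30% or more activation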;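 further: 100% = tunicamycin at 10 µg/mL and 0% = DMSO only wells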
#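 Material – CHO cell line with stable XBP1 luciferase reporter · Buffer or medium – F12 plus 10% FBS · Compound – single point, 20 µM final compound, 1% DMSO · Schedule – 16-18 h cell attachment at 37 °C, then 6 h compound exposure · Signal – Steady-Glo luminescence read · Benchmarks – high control tunicamycin 10 µg/mL final, low control DMSO vehicle only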
# Jurkat NFkB inh: inhibitors of induced NF-kB luciferase reporter, primary screen, TCR NF-kB activation inhibitor project, cell-based, luminescence, uHTS; Jurkat, PMA/ionomycin-induced NF-kB luciferase reporter; inhibition, % at 4 µM; actives 0.53% (n = 330,000); AID 435003, 2010; in the data active means inhibition above about 50%
# CHOP UPR activ: activators of apoptotic CHOP UPR arm, primary screen, cell-based, CHO-CHOP luciferase reporter, luminescence, uHTS; UPR activation; percent of tunicamycin response over DMSO baseline; activation, % at 10 µM; actives 0.34% (n = 330,000);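 active means at 10 µM dose, activation of 40% or more, normalized to positive control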;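 further: 100% = tunicamycin at 10 µg/mL and 0% = DMSO alone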
#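 Material: CHO-CHOP cells, stable luciferase reporter of PERK-eIF2a-CHOP signalling; quantity: 500 reporter cells seeded per well; buffer or medium: F12 medium containing 10% fetal bovine serum; compound: one dose, 10 µM in 0.5% DMSO; incubation: 6 h compound treatment, 37 °C; measured by: Steady-Glo luciferase luminescence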
# APJ agonist: agonists of human apelin receptor APJ, primary screen, CHO-K1 cells, PathHunter beta-arrestin, luminescence. P35414. 0% DMSO wells, 100% apelin. activation, % at 20 µM. actives 0.11% (n = 330,000). AID 2520, 2010;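 active means activation more than six SD over the plate average, tested at 20 µM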;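 further: 0% = DMSO alone and 100% = apelin-13 at 10 nM; some results filed as inactive read as strong as hits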
# Target sequence (P35414 whole entry, looked up): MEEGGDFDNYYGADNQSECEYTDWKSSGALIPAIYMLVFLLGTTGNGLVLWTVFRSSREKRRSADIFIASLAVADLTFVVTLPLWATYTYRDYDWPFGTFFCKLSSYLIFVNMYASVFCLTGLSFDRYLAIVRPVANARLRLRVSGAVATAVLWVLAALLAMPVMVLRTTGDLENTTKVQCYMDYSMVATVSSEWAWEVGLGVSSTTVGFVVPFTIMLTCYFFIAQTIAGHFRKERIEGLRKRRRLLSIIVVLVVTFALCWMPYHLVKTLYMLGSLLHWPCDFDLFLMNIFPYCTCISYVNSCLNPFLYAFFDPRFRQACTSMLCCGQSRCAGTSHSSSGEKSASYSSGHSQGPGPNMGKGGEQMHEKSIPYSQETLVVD
#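 Incubation: overnight seeding, 90 min compound at 25 °C, 1 h detection; test system: PathHunter CHO-K1 APJ (AGTRL-1) beta-arrestin reporter cells; amount: 1000 cells/well; doses: one dose, 20 µM compound, 1% DMSO; measured by: beta-gal luminescence; measure: agonist-driven arrestin binding to APJ; benchmarks: negative DMSO alone, positive Apelin-13 at 10 nM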
# tim23-1 inh: growth inhibitors of tim23-1 mutant yeast, primary screen, luminescence, uHTS; inhibition, % at 20 µM; actives 1.3% (n = 330,000); S. cerevisiae tim23-1 growth, BacTiter-Glo luminescence, 24 h;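 active means growth inhibition of the mutant yeast at or above 50%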;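 further: temperature-sensitive mutant grown at 25 °C; plate controls were DMSO-treated mutant yeast for no effect and medium wells lacking yeast for full effect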
# APJ antag: antagonists of human apelin receptor APJ, primary screen, CHO-K1 cells, beta-arrestin complementation, luminescence | P35414 | inhibition, % at 20 µM | actives 0.32% (n = 330,000);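 active means inhibition above about 40% at 20 µM, limit read from the data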;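 further: cells challenged with 10 nM apelin-13 agonist together with compound; plate controls were apelin-13 plus DMSO wells for no effect and DMSO wells lacking apelin-13 for full effect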
# Mdm2 MdmX PPI: inhibitors of human Mdm2-MdmX association, primary screen, cell-based, luminescence, split luciferase, SaOS-2, uHTS | AID 485346, 2010 | SaOS-2 split-luciferase Mdm2/MdmX complementation | actives 3% (n = 330,000) | inhibition, % at 8 µM;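 active means inhibition of at least 50% at 8 µM in the primary screen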
# 697 NFkB inh: inhibitors of PMA/ionomycin-induced NF-kB reporter, 697 cells, primary screen, B-cell NF-kB inhibitor project, cell-based, luminescence, uHTS. 697 B-cell NF-kB luciferase reporter, 16 h. inhibition, % at 4 µM. actives 0.33% (n = 330,000). AID 435022, 2010; in the data active means inhibition above about 35%
# Active calls of the source: *.
SMILES,UPR XBP1 act,Jurkat NFkB inh,CHOP UPR activ,APJ agonist,tim23-1 inh,APJ antag,Mdm2 MdmX PPI,697 NFkB inh
COc1ccc(CN(C)C(=O)c2cccc(C(=O)N(C)Cc3ccc(OC)cc3)c2)cc1,1,-4,-0.2,0,26,-6,-17,-36
COc1cc([N+](=O)[O-])cc(/C=N/NC(=O)c2cccnc2)c1O,-3,3,-0.5,-6,-7,24,55*,22
CC1(C)Cc2nc(-c3ccccc3)nc(SCC(=O)N3CCCC3)c2CO1,-1,4,-0.9,-1,26,15,-11,-8
CCOC(=O)c1c(NC(=O)CSc2nnc(Cc3ccccc3)o2)sc(C(C)=O)c1C,0,19,4.6,-4,9,5,-4,-7
CCNC(=O)CSc1ncnc2sccc12,-2,-5,1.0,1,6,2,21,-8
COc1ccc(C(C(=O)NC2CCCC2)N(C(=O)Cc2cccs2)C2CC2)cc1OC (stereo not given),1,7,1.5,-4,6,-10,15,9
COCCCNC(=O)C(C#N)c1nc2ccccc2nc1N1CCCC1 (stereo not given),1,13,0.4,-1,9,20,6,16
O=C(c1cccc(S(=O)(=O)Nc2ccccc2F)c1)N1CCN(c2ccccc2F)CC1,3,-1,-1.9,0,27,-8,39,-12
COc1ccc(N/C=C(\C#N)c2ccc(OCCCF)cc2)cc1,0,2,0.2,-8,-2,-1,21,8
Cc1nn(CC(=O)NCCC2=CCCCC2)c(C)c1S(=O)(=O)N(C)C,-2,12,-1.4,-2,6,-16,-3,23
Cc1cccc(NC(=O)c2ccc(N(C)C3CCCCC3)c([N+](=O)[O-])c2)n1,5,-43,4.3,-1,28,1,-11,-20
COc1cc(-n2c(C)nc3cc(C(=O)N4CCOCC4)ccc32)cc(OC)c1OC,-1,5,2.0,-2,-1,3,19,-2
Cc1ccccc1C(=O)N/N=C1\SCC(=O)N1Cc1ccco1,-2,8,-0.8,-3,18,-7,4,16
Cc1ccccc1-c1nc2ccccc2c(=O)n1/N=C/c1ccccc1[N+](=O)[O-],-1,-2,-1.4,-3,46,-9,17,6
COc1ccc(Cl)cc1S(=O)(=O)N1CCN(C(=O)c2n[nH]c(=O)c3ccccc23)CC1,0,19,-0.5,-4,-1,6,46,15
COC(=O)CSc1ccc2nnc(CCNS(=O)(=O)c3ccccc3)n2n1,0,-6,1.5,-3,3,8,20,30
Cn1nnc(NC(=S)NC(=O)c2ccc(-c3ccc(Br)cc3)o2)n1,-2,-10,1.5,-6,-11,31,-2,-10
C#CC[N+](C)(C)CC#Cc1ccccc1,-1,2,-2.3,2,5,7,10,-6
Cc1cccc(N(Cc2ccccc2)C(=O)c2ccc(S(C)(=O)=O)cc2)c1,-2,-1,-3.2,-3,14,6,15,7
CCOC(=O)C1=C(CSc2nc3c(cc2C#N)CN(C)CC3)OC(N)=C(C#N)C1c1ccc(F)cc1 (stereo not given),0,0,1.6,2,4,-13,18,10

# A draw from above in order of SMILES length, low to high:
SMILES,UPR XBP1 act,Jurkat NFkB inh,CHOP UPR activ,APJ agonist,tim23-1 inh,APJ antag,Mdm2 MdmX PPI,697 NFkB inh
C#CC[N+](C)(C)CC#Cc1ccccc1,-1,2,-2.3,2,5,7,10,-6
COc1ccc(N/C=C(\C#N)c2ccc(OCCCF)cc2)cc1,0,2,0.2,-8,-2,-1,21,8
Cc1cccc(NC(=O)c2ccc(N(C)C3CCCCC3)c([N+](=O)[O-])c2)n1,5,-43,4.3,-1,28,1,-11,-20

# Other results
SMILES,UPR XBP1 act,Jurkat NFkB inh,CHOP UPR activ,APJ agonist,tim23-1 inh,APJ antag,Mdm2 MdmX PPI,697 NFkB inh
Cc1cccc(C)c1N1C(=O)c2cccc([N+](=O)[O-])c2C1=O,-2,-2,-0.8,1,3,-32,7,-10
Cc1nc2sc(C(c3ccco3)N3CCC(C)CC3)c(O)n2n1 (stereo not given),-2,13,-2.8,-5,-3,-1,6,2
CCc1ccc(OCC(=O)NCc2ccco2)c(Br)c1,7,-37,7.8,-7,30,-8,-44,-10
O=C(Nc1ccccc1C(=O)O)c1ccc(NC(=O)C2CC2)cc1,-3,13,-2.9,7,-8,23,19,16
O=C(CNC(=O)c1ccco1)NCC(=O)OCc1ccc(Cl)cc1,0,-9,0.2,1,5,11,-11,8
CS(=O)(=O)N1CCN(c2ccc([N+](=O)[O-])c(NCc3ccccc3)c2)CC1,0,-20,-0.7,-3,6,19,10,7
CC(=O)c1cccc(S(=O)(=O)NC2CCCCCC2)c1,-2,-13,-1.7,-2,24,0,17,1
CCN(CC)S(=O)(=O)c1ccc(NS(=O)(=O)c2ccc(C)c(C)c2)cc1,2,3,-0.4,-3,9,-13,-22,21
CCN(CCCNC(=O)CCc1nc(-c2ccc(OC)cc2)no1)c1cccc(C)c1,-4,21,-1.5,-2,36,-4,34,4
COc1ccc(N2C(=O)N3[C@H](c4cccc(C)c4)[C@@H]4C(=O)N(Cc5ccccc5)C(=O)[C@@H]4[C@]3(Cc3ccccc3)C2=O)cc1,-2,-2,-1.2,0,30,3,70*,-13
Cc1ccsc1C(=O)OCC(=O)NCc1ccc(Cl)cc1,5,-4,-0.9,-6,9,-3,12,5
O=C(/C=C/c1ccco1)Nc1scc(-c2ccccc2)c1C(=O)O,-4,-35,1.1,-1,55*,-15,-6,-81
CCC(C(=O)OCC(=O)Nc1c(C)nn(-c2ccccc2)c1C)c1ccccc1 (stereo not given),-1,-12,0.3,-7,21,4,2,-16
COc1cccc(Cn2cc(/C=N/NC(=O)c3cc(O)cc(O)c3)c3ccccc32)c1,-1,8,1.7,-6,26,-9,23,15
O=C(Nc1nnc(C2CC2)o1)c1ccc(S(=O)(=O)N2CCCCC2)cc1,-3,-9,0.6,-5,20,6,18,-8
COc1cccc(CNC(=O)CCC2CCCN(C(=O)c3cccc(Cl)c3)C2)c1 (stereo not given),0,14,0.0,-6,14,-5,10,-4
CCOC(=O)c1sc(=S)n(C)c1C,-2,1,0.3,-6,-5,19,-4,-4
COC(=O)Cn1c(CN2CCOCC2)nc2c1c(=O)n(C)c(=O)n2C,-1,18,3.2,-3,-10,-1,13,3
CN(C)CCCNC(=O)C(=O)NCC1OCCN1S(=O)(=O)c1cccs1 (stereo not given),-2,-25,-2.4,-3,-18,-4,6,-12
Cc1ccc2c(c1)Oc1ccc(NC(=O)CCCl)cc1C(=O)N2,-2,3,-1.0,-2,12,14,67*,-5

# Marked active in Mdm2 MdmX PPI, of those listed so far:
smiles | UPR XBP1 act | Jurkat NFkB inh | APJ antag | Mdm2 MdmX PPI | 697 NFkB inh
COc1cc([N+](=O)[O-])cc(/C=N/NC(=O)c2cccnc2)c1O | -3 | 3 | 24 | 55* | 22
COc1ccc(N2C(=O)N3[C@H](c4cccc(C)c4)[C@@H]4C(=O)N(Cc5ccccc5)C(=O)[C@@H]4[C@]3(Cc3ccccc3)C2=O)cc1 | -2 | -2 | 3 | 70* | -13
Cc1ccc2c(c1)Oc1ccc(NC(=O)CCCl)cc1C(=O)N2 | -2 | 3 | 14 | 67* | -5

# (further entries)
SMILES,UPR XBP1 act,Jurkat NFkB inh,CHOP UPR activ,APJ agonist,tim23-1 inh,APJ antag,Mdm2 MdmX PPI,697 NFkB inh
Cc1ccc(NS(=O)(=O)N(C)C)cc1,-4,-6,-4.6,-2,8,8,-6,18
Cc1cc2ccccn2c1C(=O)c1cccc(F)c1,7,10,1.6,-1,10,8,-1,24
COc1ccc(-n2c(C)cc(C(=O)NC3CCCCC3)c2C)cc1,1,-5,2.3,1,21,10,-58,-24
CC(OC(=O)CNC(=O)c1cccs1)C(=O)Nc1ccc(S(N)(=O)=O)cc1 (stereo not given),1,9,-0.2,-1,13,10,-16,-12
Cn1c(=O)c2cc(NCc3ccccc3)nnc2n(C)c1=O,-3,10,-2.1,9,14,-18,14,22
CCOC(=O)c1ccc(S(=O)(=O)Nc2ccc(N3CCOCC3)cc2)cc1,6,5,0.3,2,18,-1,6,-2
Cc1cccc(-c2nc3ccccc3c(=O)n2NC(=O)c2cccs2)c1,-1,-15,4.7,4,19,35,-23,-10
O=C(O)c1ccccc1C(=O)c1ccc2c(c1)N(Cc1cccc(F)c1)C(=O)CO2,2,-4,0.3,-4,15,0,1,8
O=S(=O)(NCCc1cn2ccccc2n1)c1cccs1,3,3,2.0,1,7,18,-5,3
CCC1CCCCN1C(=O)c1ccc(OC2CCN(Cc3ccccn3)CC2)cc1 (stereo not given),0,1,-1.7,-5,14,-12,20,3
Oc1ccccc1-c1nc2cnccn2c1Nc1ccc2c(c1)OCCO2,-2,17,-0.2,-8,44,15,27,12
COc1ccc(C(O)P(=O)(OC(C)C)OC(C)C)c(OC)c1 (stereo not given),-4,-4,-2.3,1,6,9,-5,-8
Cc1cccc(-c2nnc(SCC(=O)N3CCOCC3)o2)c1,-2,-14,4.9,-1,7,36,-9,-16
COc1ccc(NC(=O)CC2C(=O)N(C)C(=S)N2Cc2ccc3c(c2)OCO3)cc1 (stereo not given),0,-4,1.3,-2,14,5,-9,-22
O=C(CC1SC(N2CCCC2)=NC1=O)Nc1ccc(C(=O)N2CCN(c3cccc(Cl)c3)CC2)cc1 (stereo not given),2,10,0.0,-3,10,18,12,-23
C/C(=N\NC(=O)c1ccoc1C)c1cccnc1,2,-1,3.7,-1,7,9,-7,4
COc1ccc(N2CCN(C(=O)Cn3cnc4sc(C)c(S(=O)(=O)N5CCOCC5)c4c3=O)CC2)cc1,1,-19,-0.2,1,0,21,12,12
Cc1cc(C)c2oc(C(=O)Nc3nnc(C(C)C)s3)cc(=O)c2c1,1,-4,-2.7,1,14,-11,-6,-8
CCc1[nH]c(=O)c(C#N)c2c1COC(C)(C)C2,-1,-2,0.5,-2,7,-12,-9,0
COc1ccc(OC)c(C(=O)COC(=O)C(CCSC)NC(=O)COc2ccccc2)c1 (stereo not given),-3,4,0.4,-3,19,-47,7,0
COc1ccc(NC(=O)CN(C)CC(=O)c2[nH]c(C)c(C(C)=O)c2C)cc1,0,15,1.7,-1,9,3,6,10
O=C1NC(=S)N/C1=C/c1ccc2c(c1)OCO2,-3,-1,-1.6,-5,18,7,80*,-12
Cc1ccc(NC(=O)CN(C)C(=O)c2cccc(S(=O)(=O)N3CCCC3)c2)cc1,-1,2,2.2,-2,11,-4,6,15
Nc1cn(C2OC(CO)C(O)C2O)c(=O)[nH]c1=O (stereo not given),-2,-12,-1.6,-1,12,6,-4,-4
CCCCc1c(C)c(C#N)c2[nH]c3ccccc3n2c1=O,0,10,-2.3,-3,15,12,35,-8
O=C(CSc1ccc(-c2cccc([N+](=O)[O-])c2)nn1)N1CCCCC1,1,-10,-0.8,3,14,-27,-19,15
O=C(N/N=C/c1ccc2c(c1)OCCO2)c1ccncc1,11,11,4.0,1,3,9,4,-2
O=C(OC(C(=O)NCc1ccc2c(c1)OCO2)c1ccc(Cl)cc1)c1ccco1 (stereo not given),-3,-5,-0.3,-4,6,3,-24,-7
Cc1ccc(-c2nnn(CC(=O)N(Cc3cccs3)C(C(=O)NC3CCCC3)c3ccncc3)n2)cc1 (stereo not given),-2,-1,0.5,3,1,10,47,-17
Cc1cc(C)nc(SCC(=O)NC(=O)c2ccccc2O)n1,-2,1,-1.6,-7,-11,14,26,4
O=C(NCCN1CCOCC1)c1cc([N+](=O)[O-])cc([N+](=O)[O-])c1,-2,9,-3.0,7,-5,-36,7,12
